# Screens from PubChem.
# TCR act – activates T cell receptor signaling; primary human leukocytes, anti-CD3, IL-2 HTRF, 48 h; Potency, µM (highest dose often 9.22 µM), for inactives: at the top dose activation of IL-2 secretion, actives largely listed as activators; 330,000 tested, under 10 active; also: % of control where 0% means no effect
#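 1) Mix primary human leukocytes, a-CD3 beads and compound. 2) Incubate 48 hr. 3) Add HTRF IL-2 reagents (a-IL-2-K, a-IL-2-d2).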
# Chronic BCR inh – inhibitors of chronic active B-cell receptor signaling; 0.05% of 340,000 active; ABC-DLBCL IkBa-CBG/CBR reporter, luminescence ratio, 4 h; Potency, µM (doses to about 46.1 µM), inactives show at the top dose ratio change, negative = lower green/red ratio, hits mostly inhibitors; AID 493014; active = well fitted inhibition curve with a large enough effect in the signal ratio, with a control signal flat, not every such curve was filed as active; inconclusive = small, poorly fitted or top-dose-only effect, or effect the other way, or a change in a side signal; the % refers to the signal ratio;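 also: potency is read from the fitted curve at half-maximal effect; plate controls were basal doxycycline-induced cells for no effect and cells given 10 µM MG132 for full effect; MG132 reads +100%, hits lower the ratio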
#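 TMD8 ABC-DLBCL cells carrying doxycycline-inducible green luciferase fused to IkappaBalpha plus unfused red luciferase were exposed to compounds (up to 46 uM) for 4 hrs at 37C. Activity came from the overlap-corrected green/red luminescence ratio.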
# Mito fusion act – blocks mitochondrial division or promotes mitochondrial fusion. S. cerevisiae fusion-defective mutant growth rescue, CellTiterGlo 48 h. AID 485298. Potency, µM (top dose mostly 46.1 µM), inactives show at the top dose growth rescue (activation), actives largely listed as activators. 0.23% of 320,000 active;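 also: potency is read from the fitted curve at half-maximal effect; % of control where 0% means no effect; nearly all actives have a fitted effect of over 45% in size; temperature-sensitive fusion mutants such as fzo1-1 at 37 °C on non-fermentable ethanol glycerol medium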
#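 Growth-rescue viability read-out: after 48 h at the non-permissive 37C in glycerol/ethanol YPEG, yeast mitochondrial fusion mutants are measured by CellTiterGlo luminescence; compounds (23 nl pinned per well) restoring growth score as division inhibitors or fusion activators.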
# USP2a block – blocks human ubiquitin-specific protease USP2a. 0.01% of 330,000 active. USP2 core, Ub-CHOP2 coupled fluorogenic reporter, 485/531. O75604. Potency, µM (highest dose often 38.3 µM), inactives show at the highest dose activity change, negative = inhibition, usual class: inhibitors. AID 463254;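 also: potency is read from the fitted curve at half-maximal effect; plate controls were DMSO wells for no effect and full inhibition by NEM control for full effect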
#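 Cell-free coupled assay: 10nM USP2 core preincubated 30min RT with compound in Tris-HCl pH 8.0/CaCl2/CHAPS buffer, then 25nM Ub-CHOP2 and 25nM reporter substrate; fluorescence (Ex 485/Em 531) read after 60min RT, normalized to NEM inhibition, concentration-response curves fitted.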
# B2AR arrestin – beta2AR (human) beta-arrestin recruitment activity. beta-arrestin recruitment to beta2AR, cell-based reporter. Potency, µM (doses to about 46.1 µM), without a hit: top-dose activation, most hits filed as activators. 0.02% of 330,000 active;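 also: potency is read from the fitted curve at half-maximal effect; 0% = DMSO controls and full agonism = EC100 isoproterenol or metaproterenol; nearly all actives have a fitted effect of over 65% in size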
# ELG1 DNA repair – inhibitors of ELG1-dependent DNA repair in HEK293T cells | HEK293T ELG1-luciferase reporter, luminescence, 16 h; DNA damage induced by 5-fluorouridine | Potency, µM (top dose mostly 46.1 µM), for the others: at the top dose activity change, negative = inhibition, actives largely listed as inhibitors | 2.3% of 330,000 active | AID 504467; also: potency is read from the fitted curve at half-maximal effect; % is scaled to controls: 0 for no effect and ±100 for the full control effect; nearly all actives have a fitted effect of over 55% in size
#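 Quantitative HTS, concentration-response format. 2,000 cells/well co-treated with 5-fluorouridine and compound, 16 hr in 5% CO2 at 37 °C; ONE-Glo luminescence read after 30 min.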
# TSHR antag – antagonists of human thyroid stimulating hormone receptor. P16473. TSHR-expressing cells, TSH-stimulated cAMP HTRF, 2 h; stronger effect = lower value. activity change, negative = inhibition, % at 11.5 µM. 0.2% of 330,000 active;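 active = activity change below a set negative limit, meaning inhibition stronger than a set level, cut at about -70% in these data; inconclusive = activity change between two set negative limits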; also: % is scaled to controls: 0 for no effect and ±100 for the full control effect
# Target sequence (P16473 whole entry, looked up): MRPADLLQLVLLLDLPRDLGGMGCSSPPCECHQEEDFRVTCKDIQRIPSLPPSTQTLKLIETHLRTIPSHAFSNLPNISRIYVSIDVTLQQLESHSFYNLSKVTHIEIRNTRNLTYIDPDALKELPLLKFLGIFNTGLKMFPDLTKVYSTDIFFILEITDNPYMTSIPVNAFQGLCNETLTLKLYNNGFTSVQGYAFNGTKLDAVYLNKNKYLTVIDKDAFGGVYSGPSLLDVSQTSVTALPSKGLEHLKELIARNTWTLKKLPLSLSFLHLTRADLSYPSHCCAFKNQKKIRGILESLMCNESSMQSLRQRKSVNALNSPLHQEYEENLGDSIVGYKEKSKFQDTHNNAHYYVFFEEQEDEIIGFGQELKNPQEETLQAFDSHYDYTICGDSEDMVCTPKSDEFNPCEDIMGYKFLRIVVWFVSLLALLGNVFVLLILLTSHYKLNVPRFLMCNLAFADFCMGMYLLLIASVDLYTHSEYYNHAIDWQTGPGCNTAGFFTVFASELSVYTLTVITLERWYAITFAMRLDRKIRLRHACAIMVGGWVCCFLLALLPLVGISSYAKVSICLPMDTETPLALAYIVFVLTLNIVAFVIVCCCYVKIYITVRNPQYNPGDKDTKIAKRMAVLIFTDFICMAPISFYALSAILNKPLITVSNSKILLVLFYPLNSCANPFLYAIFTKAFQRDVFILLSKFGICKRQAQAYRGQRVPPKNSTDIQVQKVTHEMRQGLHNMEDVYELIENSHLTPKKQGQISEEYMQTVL
#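 Read-out is FRET at 665 nm (cryptate excitation 337 nm) from a cryptate-tagged anti-cAMP antibody, competed by cell cAMP against cAMP-d2. Compounds are tested on freshly harvested TSHR cells challenged with 4nM TSH (EC80) for 2 hours at 37 deg C.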
# uPA generation – blocks generation of uPA at the cell surface; AID 540303; Potency, µM (doses to about 38.3 µM), inactives show at the highest dose activity change, negative = inhibition, usual class: inhibitors; cell surface uPA generation assay, qHTS; 0.31% of 330,000 active; active = well fitted inhibition curve with a large enough effect; inconclusive = small, poorly fitted or top-dose-only effect; inactive = no such curve, though single readings can be large or run the other way; tested in mouse RAW 264.7 cells; also: potency is read from the fitted curve at half-maximal effect; % is scaled to controls: 0 for no effect and ±100 for the full control effect; nearly all actives have a fitted effect of over 55% in size
# Tb PFK inh – inhibitors of T. brucei phosphofructokinase; 0.17% of 330,000 active; T. brucei PFK, ADP-Glo luminescence; AID 485367; O15648; Potency, µM (series often up to 57.5 µM), inactives show at the top dose activity, negative = inhibition, usual class: inhibitors;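 also: potency is read from the fitted curve at half-maximal effect; 0% = uninhibited 1x PFK enzyme wells and -100% = no-enzyme wells; nearly all actives have a fitted effect of over 60% in size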
#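 Luminescent ADP detection (ADP-Glo, two-step: ATP depletion then ADP-to-ATP conversion for luciferase) reported PFK activity after 45 min room-temperature reaction of 1.25 nM enzyme with 0.5 mM F6P and 0.1 mM ATP at pH 8.0.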
# PTAP TSG101 blk – blocks PTAP/TSG101 interaction to inhibit HIV-1 budding; Fluorescence polarization, FITC-PTAP peptide / Tsg101 binding; Potency, µM (series often up to 115 µM), for inactives: at the top dose activity change, negative = inhibition, usual class: inhibitors; 340,000 tested, under 10 active; active = well fitted inhibition curve with a large enough effect in the main read-out, with a control signal flat, not every such curve was filed as active; inconclusive = small, poorly fitted or top-dose-only effect, or effect the other way, or a change in a side signal; inactive = no such curve, though single readings can be large or run the other way; also: potency is read from the fitted curve at half-maximal effect; % of control where 0% means no effect
#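 FP read-out: FITC-PTAP peptide, 50 nM final, binding Tsg101 binding domain, 10 uM final; 20 min, r.t.; 10 mM HEPES pH 7.5, 0.15 M NaCl, 0.01% Tween 20, 3 mM EDTA, 0.1 mM TCEP.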
# Eya2 phos inh – inhibitors of human Eya2 phosphatase activity | O00167 | recombinant Eya2, OMFP fluorescence dephosphorylation (OMFP is methylfluorescein phosphate) | Potency, µM (titrated, usually from 76.9 µM), for inactives: top-dose activity, negative = inhibition, most hits filed as inhibitors | 0.006% of 330,000 active | AID 488837; also: potency is read from the fitted curve at half-maximal effect; % is scaled to controls: 0 for no effect and ±100 for the full control effect
#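 Eya2 (0.2 uM) preincubated 10 min at ambient with compound, then OMFP substrate added at 50 uM; 10 min reaction in 50 mM HEPES pH 7.5, 50 mM NaCl, 5 uM MgCl2, 0.05% BSA, 1 mM DTT. Fluorescence read at Ex 485/Em 525 nm.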
# * = called active by the depositor; ? = inconclusive; . = not tested or not shown; [ ] = dose if it differs, or a comment. Unless noted, calls follow the shape of the dose curve; as a rule, active = well fitted curve in the direction sought with a large enough effect; inconclusive = small, poorly fitted or top-dose-only effect, or another doubt; inactive = no such curve, though single readings can be large; an effect the other way counts as inactive or inconclusive. Rows are unselected; about 3% have a hit in one of these screens.
SMILES,TCR act,Chronic BCR inh,Mito fusion act,USP2a block,B2AR arrestin,ELG1 DNA repair,TSHR antag,uPA generation,Tb PFK inh,PTAP TSG101 blk,Eya2 phos inh
O=C(CC1NCCc2ccccc21)Nc1ccccc1 (configuration not stated),4%,0%,-2%,0%,0.3%,?,-7,1%,-2%,-7%,5%
Cc1ccc(N=Cc2cc(Cl)cc(Cl)c2O)nc1,4%[46.1 µM],4%,0%,0%,-1.0%,-12%,6,-1%,0%,-10%,0%
Cc1ccc(NC(=O)C2CCN(C(=O)[C@@H]3Cc4ccccc4CN3)CC2)c(C)c1,3%,4%,-1%,0%,0.0%,24%,-4,-3%,0%,-1%,-5%
O=C(CCC(=O)N1CCSc2ccccc21)Nc1ccc(F)cc1,2%,?,-4%,0%,-0.8%,19%,6,-12%,0%,2%,-2%
CC(C)(O)C#Cc1ccc([C@@H]2C[C@H]3CN(c4ccccc4)C(=O)[C@]34CCCN24)s1,2%,-6%,2%,1%,0.1%,-15%,3,-13%,2%,1%,-1%
CCOC(=O)N1CCN(CCC(=O)c2ccc(OC)cc2)CC1,2%,?,-7%,-4%,0.1%,23%,4,?,-7%,0%,-3%
COc1ccc(C(=O)NC(CC(C)C)C(=O)O)cc1 (configuration not stated),3%,7%,-2%,5%,-0.2%,?,14,8%,2%,0%,-32%
CCOc1ccc(C(=O)NC(C(=O)NCC(c2cccs2)N(C)C)C(C)C)cc1 (configuration not stated),1%,0%,-4%,2%,3.4%,14%,3,3%,-4%,-5%,-2%
CCc1cc(C(=O)NC(C)C2CCCO2)cs1 (configuration not stated),10%,3%,-2%,1%,-0.7%,?,19,-1%,0%,-5%,-2%
CCCCc1nc(SCC(=O)Nc2cc(C)on2)n[nH]1,4%,-1%,-1%,2%,-0.2%,8%,3,-8%,-1%,-12%,2%[15.4 µM]
CC(C)C[C@@H](CO)N1CCN(CC(C)C)CCC1=O,5%,2%,0%,1%,-0.4%,-5%,-3,4%,0%,-1%,-13%
O=C(Nc1ccc(N2CCN(C(=O)c3ccco3)CC2)c(Cl)c1)c1cccs1,2%,?,?,1%,-0.7%,4.1µM*,-17,-13%,-12%,-3%,4%
COc1ccc(Cl)cc1NC(=O)CN(C)CC(=O)Nc1ccccc1N1CCOCC1,7%,?,-3%,0%,-0.1%,?,-15,-15%,-2%,-1%,3%
O=C(CN1C(=O)c2ccccc2C1=O)OCC(=O)N1CCc2ccccc2C1,10%,-1%,1%,-1%,-0.7%,8%,-2,5%,-6%,1%,-2%
CC(C)c1nnc(NC(=O)C2CCCN2S(=O)(=O)c2ccc(Cl)cc2)s1 (configuration not stated),.,?,1%,0%,-0.6%,-8%,1,1%,2%,6%,-4%
CC(=O)C1=C(c2ccccc2)OC(N)=C(C#N)C1c1ccc(O)cc1 (configuration not stated),7%[46.1 µM],6%,1%,0%,-1.2%,10%,-6,9%,-1%,1%,-11%
O=S(=O)(c1ccccc1)c1cnn2c(C(F)(F)F)cc(-c3ccc(F)cc3)nc12,8%,1%,-3%,1%,-0.6%,-2%,9,0%,1%,0%,-2%
C[C@H](CO)N1C[C@H](C)[C@@H](CN(C)C(=O)NC2CCCCC2)Oc2ccc(NC(=O)CCC(F)(F)F)cc2C1=O,-1%,0%,.,1%,0.0%,?,10,-5%,-4%,-3%,14%
CC(=O)C(Cl)C(=O)Nc1ccccc1 (configuration not stated),-11%,?,-2%,2%,0.1%,-14%,10,-17%,-5%,-1%,-7%
Cc1nc(C)c(-c2ccn(S(=O)(=O)c3ccc(Cl)cc3)n2)o1,-13%,-4%,-1%,0%,-0.4%,?,9,-2%,0%,-3%,2%
C#CCOCCOCCOCCNc1nc(N2CCN(C(=O)[C@H](CCCN=C(N)N)n3cc(C(N)[C@@H](C)CC)nn3)CC2)nc(N2CCN(C(=O)[C@H](CCCCN)n3cc([C@@H](N)CC(N)=O)nn3)CC2)n1 (some centres not stated),7%,1%,.,3%,-0.7%,22%,-4,-12%,4%,-3%,9%
O=C(Nc1ccccc1C(=O)N1CCCCC1)c1cccc(S(=O)(=O)N2CCOCC2)c1,1%,1%,3%,0%,-0.5%,1%,17,0%,0%,-4%,-3%
CNC[C@H](CC1CCCCC1)NC[C@H](Cc1ccccc1)NCCC12CC3CC(CC(C3)C1)C2,-4%,-23%,-23%,1%,-0.1%,?,-1,-5%,-1%,3%,-23%
CCN(CC)S(=O)(=O)c1ccc(C(=O)N2CCCCC2)cc1,4%,?,-1%,1%,0.1%,-1%,12,3%,-1%,-1%,9%
Cc1ccc(NC(=O)C/C(N)=N/OC(=O)c2ccccc2)cc1,4%,-16%,?,-7%,0.3%,18%,10,-10%,-2%,-5%,19%
CCC(C)C(NC(=O)OCc1ccccc1)C(=O)OCN1C(=O)c2ccccc2C1=O (configuration not stated),3%,11%,2%,3%,0.3%,-17%,-9,5%,1%,-2%,-3%
COc1ccc(CC(NC(C)=O)C(=O)NC2CCN(C(=O)NCc3ccccc3)CC2)cc1 (configuration not stated),5%,?,2%,-1%,0.0%,?,13,.,-8%,-8%,-2%
Cc1ccc(C(CNS(=O)(=O)c2ccc(Br)cc2)N2CCN(C)CC2)cc1 (configuration not stated),5%,?,-10%,1%,-0.1%,0%,0,-16%,2%,1%,2%
CCOC(=O)N1CCN(C(=O)c2oc3ccc(S(=O)(=O)N4CC(C)CC(C)C4)cc3c2C)CC1 (configuration not stated),.,-6%,3%,1%,2.9%,?,-11,-3%,-1%,-4%,2%
O=C(CSc1nnc2ccccn12)NCc1cccs1,7%,-1%,7%,4%,0.2%,?,-8,1%,7%,1%,8%[15.4 µM]
O=C(COc1ccccc1O)NCCN1CCOCC1,4%,?,-1%,1%,0.0%,?,4,3%,-3%,-12%,17%
O=C(CN1CCCCC1)Nc1cccc(Cl)c1Cl,4%,?,2%,-1%,-0.2%,19%,10,9%,-10%,-2%,-5%
CCOC(=O)c1sc2nc(C)n(N)c(=O)c2c1C,2%,2%,1%,1%,-0.2%,?,-5,4%,0%,-2%,0%
Cc1ccc(C)c(OCC(=O)Nc2c(C)n(C)n(-c3ccccc3)c2=O)c1,.,0%,1%,3%,0.0%,1%,8,8%,-2%,-2%,5%
COc1ccc(/C=N/NC(=O)c2c(-c3ccccc3)noc2C)cc1,-5%[46.1 µM],-7%,.,-3%,0.5%,1%,34,3%,-4%,-2%,-2%
CCn1c(C)c(C)c2cc(C(=O)NCCCN3CCOCC3)ccc21,2%,?,-1%,-1%,-0.6%,?,-1,-1%,1%,-5%,4%
COc1ccccc1/C=c1\sc2nc(-c3ccccc3OC)nn2c1=O,-5%,?,1%,-5%,-0.3%,-3%,1,3%,5%,0%,6%
Clc1ccc(CN2CCN(c3ncccn3)CC2)cc1,-4%,1%,-2%,-1%,0.0%,-9%,-6,-1%,-7%,0%,-11%
CSc1nc(N)nc(SCC(=O)C(C)(C)C)c1C#N,-1%,?,20%,-1%,0.4%,?,4,-2%,3%,1%,2%
Cc1sc2nc(C(C)C)nc(SCC(=O)N3CCN(C(=O)c4ccco4)CC3)c2c1C,-3%,-2%,13%,2%,0.1%,18µM*,-15,-9%,-1%,-4%,-8%
Cc1cccc(C(=O)NCC(=O)OCC(=O)N2CCc3ccccc32)c1,-9%,4%,3%,8%,0.2%,12%,-4,.,-6%,-2%,1%
O=C(COc1cccc(C(F)(F)F)c1)NNC(=O)Cc1ccc(S(=O)(=O)N2CCOCC2)s1,-3%,0%,-2%,0%,0.5%,?,-1,3%,-4%,-1%,0%
CCCC(c1nnnn1Cc1ccc(F)cc1)N1CCN(C)CC1 (configuration not stated),-10%,-3%,-3%,1%,-0.3%,3%,-6,-2%,2%,-1%,1%
COc1ccc(C(=O)c2cnc3ccccc3c2-c2ccccc2)cc1,0%,-5%,9%,-5%,0.4%,?,-25,-5%,-3%,-2%,-13%
